TRPV1 ag = activates the human vanilloid receptor TRPV1; 0.19% of 320,000 active; activation, % at 8.33 µM; TRPV1-expressing cells, Fluo-8 calcium influx, agonist mode; Q8NER1; in the data active = activation above about 80%; inconclusive = between about 30% and that limit; also: 0% is about no effect
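TRPV1-expressing cells were cultured overnight at 35.5C and loaded with Fluo-8 calcium dye for 40 to 90 min at room temperature. After a 10 s baseline, compound was added and calcium influx was read kinetically for 3 min (ex 480/em 520 nm).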
B2AR arrestin = beta2AR (human) beta-arrestin recruitment activity; 0.02% of 330,000 active; Potency, µM (highest dose often 46.1 µM), without a hit: at the highest dose activation, most hits filed as activators; beta-arrestin recruitment to beta2AR, cell-based reporter;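 also: potency is read from the fitted curve at half-maximal effect; 0% = DMSO controls and full agonism = EC100 isoproterenol or metaproterenol; nearly all actives have a fitted effect of over 65% in size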
Target sequence (P07550 whole entry, looked up): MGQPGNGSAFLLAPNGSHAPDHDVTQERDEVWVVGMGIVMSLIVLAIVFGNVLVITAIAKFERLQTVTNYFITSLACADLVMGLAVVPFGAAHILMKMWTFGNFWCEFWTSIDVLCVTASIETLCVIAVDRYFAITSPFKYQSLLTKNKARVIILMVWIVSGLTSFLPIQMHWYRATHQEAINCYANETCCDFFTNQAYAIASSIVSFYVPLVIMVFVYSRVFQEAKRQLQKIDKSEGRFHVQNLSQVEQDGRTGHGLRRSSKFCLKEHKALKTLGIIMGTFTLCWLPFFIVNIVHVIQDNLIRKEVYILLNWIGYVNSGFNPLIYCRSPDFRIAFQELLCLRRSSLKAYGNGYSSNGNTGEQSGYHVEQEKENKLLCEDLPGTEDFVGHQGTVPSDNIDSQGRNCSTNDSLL
ELG1 DNA repair = inhibitors of ELG1-dependent DNA repair in HEK293T cells | Potency, µM (series often up to 46.1 µM), without a hit: at the highest dose activity change, negative = inhibition, hits mostly inhibitors | HEK293T ELG1-luciferase reporter, luminescence, 16 h; DNA damage induced by 5-fluorouridine | 2.3% of 330,000 active | AID 504467; also: potency is read from the fitted curve at half-maximal effect; % is scaled to controls: 0 for no effect and ±100 for the full control effect; nearly all actives have a fitted effect of over 55% in size
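HEK293T cells expressing luciferase-tagged ELG1 (2,000/well) received 5-Fluorouridine plus compound or DMSO for 16 hr at 37 °C. Luciferase was read by ONE-Glo luminescence after 30 min at room temperature.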
TCR activator = activates T cell receptor signaling | primary human leukocytes, anti-CD3, IL-2 HTRF, 48 h | Potency, µM (top dose mostly 9.22 µM), inactives show at the top dose activation of IL-2 secretion, hits mostly activators | 330,000 tested, under 10 active | AID 504894; also: % of control where 0% means no effect
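Activity was scored as IL-2 release from primary human leukocytes given only a TCR signal (a-CD3 beads) plus compound for 48 hr. Detection used a two-antibody HTRF format read at 665nm.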
AT treatment = candidate therapy for ataxia-telangiectasia; […] A-T fibroblasts, KAP-1 phosphorylation AlphaLISA; neocarzinostatin DNA damage 30 min before lysis; Potency, µM (titrated, usually from 57.5 µM), for the others: at the top dose activation, most hits filed as activators; 0.19% of 320,000 active; also: potency is read from the fitted curve at half-maximal effect; % of control where 0% means no effect; nearly all actives have a fitted effect of over 45% in size
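ATM-like activity read as KAP-1 phosphorylation via AlphaLISA donor/acceptor antibody pairs after lysis and 6 hr at 25C. Cells were ATM-null patient fibroblasts ([…], hTERT), dosed 60 min, then exposed to the DSB inducer NCS for 30 min.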
MLL CXXC-DNA inh = MLL CXXC-DNA interaction inhibition; Q03164; MLL-CXXC / FITC-HOXA9 DNA fluorescence polarization; Potency, µM (series often up to 115 µM), without a hit: at the highest dose activity change, negative = inhibition, usual class: inhibitors; 0.037% of 290,000 active; AID 2662; active = well fitted inhibition curve with a large enough effect in the polarisation, with a control signal flat, not every such curve was filed as active; inconclusive = small, poorly fitted or top-dose-only effect, or effect the other way, or a change in a side signal; inactive = no such curve, though single readings can be large or run the other way; the % refers to the polarisation; also: potency is read from the fitted curve at half-maximal effect
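Steps: dispense CXXC domain solution (7 uM) → pin compounds or unlabeled HOX-A9 DNA control → 5 min ambient → add FLSN-HOX-A9 solution (50 nM) → spin → 30 min ambient → fluorescence polarization. Tris pH 7.5/NaCl/DTT/BSA buffer.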
p53 reactivator = re-activators of mutant p53; 0.063% of 320,000 active; Potency, µM (series often up to 92.2 µM), for inactives: at the top dose activity change, positive = activation, most hits filed as activators; AID 504706; H1299 p53-A138V BP100-luciferase reporter, luminescence, 24 h; also: potency is read from the fitted curve at half-maximal effect; % of control where 0% means no effect; nearly all actives have a fitted effect of over 45% in size
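H1299 (p53-null), stable ts p53-A138V + BP100-Luc; 1000 cells/well, Opti-MEM/10% FBS; cpd 4 pt, 1:5; 24 h, 37 deg C, 5% CO2; detection reagent 10 min RT; luminescence.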
BRCA1 expr act = increases BRCA1 expression. MCF7-BRCA1-FFLuc reporter, luminescence, 48 h; response scale: scaled: vehicle 0%, 10 µM genistein 100%. Potency, µM (top dose mostly 46.1 µM), for inactives: at the top dose activation, actives largely listed as activators. 1.1% of 380,000 active; also: potency is read from the fitted curve at half-maximal effect; nearly all actives have a fitted effect of over 80% in size; some results filed as inactive show a strong effect at the top dose
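MCF7 cells carrying a BRCA1-firefly luciferase reporter (2000 cells/well, phenol-red free MEM) were attached for 2 h at 37 °C, then given compounds for 48 h. Luminescence was read 15 min after luciferase reagent; activity normalized to genistein (10 microM) and DMSO.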
a7 integrin act = activates integrin-mediated alleviation for muscular dystrophy. alpha7betagal myoblasts, beta-gal FDG fluorescence, 48 h. Potency, µM (highest dose often 38.3 µM), for the others: at the highest dose activation, most hits filed as activators. 0.064% of 350,000 active. AID 624291;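 also: potency is read from the fitted curve at half-maximal effect; 100% = response of the positive control SU9516; nearly all actives have a fitted effect of over 60% in size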
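alpha7betagal+/- myoblasts (passage 13, 250/well) treated 48 h at 37C with compounds at 1:260 dilution of DMSO stock. Lysed, then beta-galactosidase activity read as FDG fluorescence (ex 480/em 540) after 30 min, with pre-read for autofluorescence.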
TSG101-PTAP inh = blocks PTAP/TSG101 interaction to inhibit HIV-1 budding. Q99816. Fluorescence polarization, FITC-PTAP peptide / Tsg101 binding. Potency, µM (highest dose often 115 µM), for inactives: at the top dose activity change, negative = inhibition, usual class: inhibitors. 340,000 tested, under 10 active; active = well fitted inhibition curve with a large enough effect in the main read-out, with a control signal flat, not every such curve was filed as active; inconclusive = small, poorly fitted or top-dose-only effect, or effect the other way, or a change in a side signal; inactive = no such curve, though single readings can be large or run the other way; also: potency is read from the fitted curve at half-maximal effect; % of control where 0% means no effect
Target sequence (Q99816 whole entry, looked up): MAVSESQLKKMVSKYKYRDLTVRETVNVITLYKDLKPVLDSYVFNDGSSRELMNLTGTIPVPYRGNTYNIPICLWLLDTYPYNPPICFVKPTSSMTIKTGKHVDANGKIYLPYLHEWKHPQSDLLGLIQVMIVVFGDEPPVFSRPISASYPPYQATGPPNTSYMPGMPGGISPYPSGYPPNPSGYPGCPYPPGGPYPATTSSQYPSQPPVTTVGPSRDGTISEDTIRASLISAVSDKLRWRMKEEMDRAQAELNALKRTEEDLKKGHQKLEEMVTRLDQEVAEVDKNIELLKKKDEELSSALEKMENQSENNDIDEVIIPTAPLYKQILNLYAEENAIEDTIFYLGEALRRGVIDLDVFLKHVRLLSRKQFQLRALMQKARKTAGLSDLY
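Compounds were pin-transferred onto Tsg101 binding domain (10 uM final) in HEPES pH 7.5 buffer, then FITC-PTAP peptide was added at 50 nM final. After 20 min at RT, polarization reported peptide displacement across a qHTS concentration series.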
* = called active by the depositor; ? = inconclusive; · = no result given; [ ] = another dose, or the depositor's remark. Unless noted, calls follow the shape of the dose curve; as a rule, active = well fitted curve in the direction sought with a large enough effect; inconclusive = small, poorly fitted or top-dose-only effect, or another doubt; inactive = no such curve, though single readings can be large; an effect the other way counts as inactive or inconclusive.

Order of results – TRPV1 ag | B2AR arrestin | ELG1 DNA repair | TCR activator | AT treatment | MLL CXXC-DNA inh | p53 reactivator | BRCA1 expr act | a7 integrin act | TSG101-PTAP inh
O=C(Oc1ccccc1F)C1CCN(C(=O)c2ccc(F)cc2)CC1
 : -5 | 0.1% | 9% | -2% | 6% | · | -3% | -4% | 6% | -7%
COC(=O)c1cccc(C23CC4(C2)[C@H](CN(C)[C@@H]4c2ccccc2)C3c2ccccc2)c1 (some centres not stated)
 : 25 | -0.7% | -4% | 7% | -10% | 1% | 13% | 8% | 10% | 2%
Cc1csc2c(N3CCN(C(=S)Nc4ccc(C(F)(F)F)cc4)CC3)ncnc12
 : 13 | -0.8% | ? | -5% | -11% | -4% | 1% | -3% | 0% | -5%
O=C(CN1C(=O)C2C3C=CC(C4CC34)C2C1=O)Oc1ccccc1 (configuration not stated)
 : -3 | -0.1% | 18% | 12% | 1% | -7% | -2% | -3% | ? | -12%
COc1ccc(C(=O)C(C)OC(=O)COc2ccccc2)cc1 (configuration not stated)
 : · | -0.1% | 6% | -3% | -5% | · | 2% | -7% | 5% | -2%
COC(=O)c1nc[nH]c1[N+](=O)[O-]
 : · | · | · | 4% | · | · | · | -13% | 0% | -10%
COc1cc(OC)cc(-c2c(C#Cc3ccsc3)c3cc(-c4ccc(SC)cc4)ccc3n2C)c1
 : · | -0.2% | ? | -3% | 2% | · | 0% | 50% | 33% | -1%
CC1Cc2ccccc2N1C(=O)c1cccnc1 (configuration not stated)
 : -2 | -0.2% | -10% | -3% | 8% | -11% | 2% | -28% | -12% | -3%
O=C(CN1CCOCC1)Nc1ccccc1-c1ccccc1
 : -5 | 0.0% | -2% | · | 13% | -12% | -6% | 1% | -22% | -7%
Cc1ccc(-c2csc(NC(=O)c3cccc([N+](=O)[O-])c3)n2)cc1
 : · | -0.2% | 18% | -26% | 20% | 11% | -3% | -7% | 7% | -2%
O=C(Cc1sc(-c2ccccc2)nc1-c1ccccc1)Nc1ccccc1
 : ? | 0.0% | ? | 5% | 5% | ? | -5% | -17% | 14% | 1%
CNc1nc(Nc2ccc(C(C)=O)cc2)nc(OC(C(F)(F)F)C(F)(F)F)n1
 : 6 | 0.3% | ? | 3% | 3% | -13% | 11% | -49% | -27% | 4%
COCCN1CCn2c(nc3cc([N+](=O)[O-])ccc32)C1
 : 11 | -0.4% | 1% | 0% | 0% | 7% | 1% | 19% | -7% | -3%
CCC(C)(C)NC(=O)C(c1ccc(O)cc1)N(Cc1ccco1)C(=O)CCC(=O)Nc1ccccn1 (configuration not stated)
 : -1 | 0.5% | -10% | -5% | 4% | -4% | -11% | -19% | 17% | -7%
O=C(Cn1ccn(-c2ccc(F)c(Cl)c2)c(=O)c1=O)NCCc1ccccc1
 : -2 | 0.0% | -2% | -4% | 13% | · | ? | -11% | -21% | -9%
COc1cccc(SCc2noc(C(=O)NC(C)C)c2C(=O)NC(C)C)c1
 : 26 | 0.8% | -8% | -4% | 22% | · | -10% | -11% | 1% | ·
COc1cccc(Cn2cnc3c(NS(=O)(=O)c4ccc(Cl)cc4)c(C)c(C)cc32)c1
 : -1 | 0.1% | -14% | 2% | 2% | -4% | -5% | -34% | -13% | -2%
CN(C)/C=C/C(=O)c1ccc2noc(-c3ccc(F)cc3)c2c1
 : -1 | -0.2% | 8.2µM* | -1% | 34% | 3% | 2% | -26% | 7% | -2%
CCCc1nnc(SCc2ccc(OC)cc2)n1N
 : -4 | -0.2% | 1% | · | 11% | 5% | 2% | -27% | -6% | -6%
CN(C)CCN(C(=O)c1cccc(Cl)c1)c1nc2c(Cl)cccc2s1
 : 5 | -0.3% | 1% | 5%[46.1 µM] | -2% | 21% | -5% | 44% | -5% | 0%
O=C(CSc1nc2c(cnn2-c2ccccc2)c(=O)[nH]1)N1CCOCC1
 : · | 0.0% | 0% | 5% | -3% | -2% | -5% | 2% | 0% | -4%
O=S(=O)(Cc1ccccc1)Nc1cccc(Br)c1
 : 2 | -0.9% | 13% | -3% | 3% | 22% | -3% | 8% | -16% | -6%
CN1CCN(C(=S)NC(=O)c2ccc(Cl)cc2)CC1
 : 1 | 0.7% | -6% | -17% | 5% | -5% | 1% | -18% | -10% | 0%
Cc1ccc(S(=O)(=O)N2CCN(C(=O)c3ccc(Cl)nc3)CC2)cc1
 : 1 | -0.8% | 4% | -2% | 2% | -1% | -2% | -10% | 2% | -4%
COc1ccc(COC(=O)CN2C(=O)NC3(CCCC3)C2=O)cc1F
 : 1 | -0.2% | 11% | 1% | 0% | · | -8% | -10% | 3% | -3%
O=S(=O)(NCC(c1ccco1)N1CCN(c2ccccc2F)CC1)c1ccc2c(c1)OCCO2 (configuration not stated)
 : -3 | -0.7% | 16µM* | -3%[46.1 µM] | 8% | 5% | -2% | -51% | 27% | 1%
Cc1ccc(S(=O)(=O)c2nc(-c3ccccc3)oc2N2CCC(C(N)=O)CC2)cc1
 : 2 | -0.6% | 23% | 8% | 3% | 20% | 7% | 5% | 3% | 0%
COc1ccc(-c2cc(=O)oc3cc(OCC(=O)NCC4CCC(C(=O)O)CC4)ccc23)cc1 (configuration not stated)
 : -2 | -0.8% | 16% | -1% | 0% | -2% | · | 0% | 16% | -6%
CC(C)CN(C(=O)C1CCCCC1)C1CCS(=O)(=O)C1 (configuration not stated)
 : 1 | -0.1% | ? | 3% | -2% | · | -4% | -3% | -3% | 2%
CCOc1ccc(NC(=O)NCCCCc2ccccc2)cc1
 : ? | -0.6% | 0% | 0% | -2% | ? | -3% | 12% | -23% | -3%
O=C(CN1C(=O)C2CC=CCC2C1=O)NC1CCCc2ccccc21 (configuration not stated)
 : -2 | 0.0% | 2% | -7% | 0% | 1% | 0% | -10% | -1% | -4%
O=C(CSc1ncccn1)NC(=O)Nc1ccc2c(c1)OCCO2
 : 2 | 0.0% | ? | 1% | 0% | 4% | 8% | 13µM* | 8% | -2%
COc1ccc(C(=O)N/N=C/c2ccccn2)cc1OC
 : -1 | 0.0% | -26% | · | -2% | 0% | -1% | -9% | 1% | 0%
CC(C)(C)OC(=O)N1CCC(NC(=O)c2nc[nH]c2C(=O)NC2CCN(C(=O)OC(C)(C)C)CC2)CC1
 : -4 | -0.5% | ? | 1% | -1% | · | 1% | -41% | 13% | -5%
CCc1cc(=O)[nH]c(SCCC(F)=C(F)F)n1
 : -3 | 0.1% | 6% | 3% | 0% | 1% | -4% | -18% | 4% | -9%
COCc1cc(=O)[nH]c(-c2csc(C)n2)n1
 : -4 | 0.4% | -3% | 5% | 3% | 0% | -3% | -13% | 10% | -1%
Cc1cccc(CC(=O)c2c[nH]c3ccccc23)c1
 : 29 | -0.4% | 6% | 11% | 9% | 0% | 6% | 73% | -26% | -3%
CCn1nnnc1SCC(=O)Nc1cccc(NC(C)=O)c1
 : -1 | -0.2% | 15% | 4% | 22% | 3% | 13% | -8% | -41% | -3%
O=C(COC(=O)c1ccccc1F)NCc1ccc2c(c1)OCO2
 : · | -0.1% | 0% | · | -8% | · | 2% | 2% | -25% | -2%
Cn1cc(C(=O)O)c(-c2ccc3c(c2)OCCCO3)n1
 : -3 | -0.2% | 11% | 2% | 2% | -3% | 1% | -15% | 11% | -1%
CN1CCN(C(=O)c2ccc(N3CCCC3=O)cc2)CC1
 : 0 | -0.2% | -4% | -3% | 0% | 17% | -2% | 1% | 8% | -6%
Fc1ccc(CNc2nc3ccccc3n3cnnc23)cc1
 : 0 | -0.1% | ? | -2% | 2% | 7% | 4% | 0% | 8% | -2%
Cc1ccc(Cn2c(O)c(N=NC(=S)Nc3ccccc3F)c3ccccc32)cc1
 : -1 | 0.1% | 5.2µM* | -11% | -3% | -1% | 1% | -42% | -43% | 0%
CCc1[nH]c(=S)c(C#N)c2c1CCCC2
 : 4 | -0.1% | 7% | 2% | -10% | 4% | -2% | 13% | 22% | -4%
COC(=O)c1c(NC(=O)C(Cl)Cl)sc2c1C(C(=O)OC)CC2 (configuration not stated)
 : · | -0.3% | ? | -2% | 1% | 28% | 5% | -101%[inhibitor] | 14% | -5%
CN(C)C(=O)/C(=C\c1cccc(Oc2ccccc2)c1)NC(=O)c1ccccc1
 : 5 | 9.5% | -12% | -3% | 7% | 6% | -12% | -22% | -13% | -2%
Cc1nn(-c2ccccc2)c(Cl)c1/C=N/NC(=O)CNc1n[nH]c(=O)[nH]c1=O
 : 1 | -0.3% | 14% | · | 1% | -1% | -2% | · | · | ·
COc1cccc(NC(=O)c2cccc(N3C(=O)C4CCC(C)CC4C3=O)c2)c1 (configuration not stated)
 : ? | 0.0% | 18% | -1% | -4% | -1% | 1% | -4% | 5% | -3%
CC(=O)c1cnn(-c2ccc(Cl)c(Cl)c2Cl)c1C
 : ? | -0.4% | ? | 6% | -20% | 7% | 2% | -12% | -6% | -6%
Cc1ccc2cccc(Oc3ncnc4scc(-c5ccccc5)c34)c2n1
 : 29 | 0.1% | -17% | 1%[46.1 µM] | 3% | 3% | -20% | -60% | -30% | 0%
